Screening results deposited in PubChem BioAssay by National Center for Advancing Translational Sciences (NCATS).
TbPYK inhibitor: blocks Trypanosoma brucei pyruvate kinase; Q57TT1; TbPYK enzyme, Kinase-Glo Plus ATP luminescence, 45 min; Potency, µM (top dose mostly 76.8 µM), without a hit: at the top dose activity, negative = inhibition, usual class: inhibitors; hit rate 0.12% among 410,000; note: nearly all actives have a fitted effect of over 50% in size
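Luminescence from Kinase-Glo Plus, added after a 45-minute room-temperature reaction, served as the end-point read-out. The enzyme and substrate were preincubated with compound before ADP (130 uM final) initiated turnover. Concentration-effect curves came from normalized qHTS data.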
AMA1-RON2 inh: disrupts binding of P. falciparum AMA1 to RON2; AlphaScreen AMA1-biotinylated RON2 peptide binding; Potency, µM (titrated, usually from 58.2 µM), inactives show at the highest dose activity change, negative = inhibition, usual class: inhibitors; hit rate 0.2% among 360,000;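 note: 0% = vehicle wells and -100% = peptide control; nearly all actives have a fitted effect of over 45% in size; some results filed as inactive show a strong effect at the top dose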
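AMA1 (3D7) with his tag at 25 nM final met compounds first, then biotinylated RON2 peptide at 25 nM; detection used donor plus acceptor beads, 10 µg/mL apiece, read by AlphaScreen after 30 min at room temperature.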
* hit, by the source's call; ? = inconclusive; & = joins results of further samples; [ ] = dose if it differs, or a comment. Calls come from the whole dose curve; as a rule, active = well fitted curve in the direction sought with a large enough effect; inconclusive = small, poorly fitted or top-dose-only effect, or another doubt; inactive = no such curve, though single readings can be large; an effect the other way counts as inactive or inconclusive. Unless noted, % is set by controls: 0 for no effect and ±100 for the full control effect; potency is the fitted concentration of half-maximal effect.

SMILES	TbPYK inhibitor	AMA1-RON2 inh
COc1ccc(S(=O)(=O)NC(C(=O)OCC(=O)Nc2ccc(N3CCOCC3)cc2)C(C)C)cc1 (stereo not given)	-2%	-2%
O=C(Cn1cnc2c(OCc3ccccc3)ncnc21)N[C@H](CO)Cc1cc2ccccc2[nH]1	-10%	-3%
CCOC(=O)C1(C)CCCN(C(=O)c2ccc(C)c(F)c2)C1 (stereo not given)	3%	14%
Cc1noc(C)c1-c1ccc(C(=O)Nc2ccccc2)c2occc12	3%	-4%
CCOC(=O)n1cnc2nc(N)nc(SC)c21	5%	-5%
CC(=O)Nc1ccc(NC(=O)c2ccc(-c3ccnn3C)c3ccoc23)cc1	3%	0%
Fc1ccc2cnc(C3=CCCCC3)cc2c1	-4%	42%[activator]
CN(Cc1cnc2nc(N)nc(N)c2n1)c1ccc(C(=O)NC(CCC(=O)O)C(=O)O)c2ccccc12 (stereo not given)	0%	-3%
CCN1CCN(C(c2ccccc2)c2nnnn2C(C)(C)C)CC1 (stereo not given)	2%	3%
CCOc1ccccc1C(=O)NCC(=O)OCC(=O)c1c(N)n(C)c(=O)n(C)c1=O	1%	-8%
Cc1cc(C(=O)N2CCC2(C)C(=O)O)c(C)o1 (stereo not given)	4%	5%
Cc1ccccc1NC(=O)c1cccc(C(=O)Nc2ccccc2C)c1	-1%	-6%
CNc1nc(NCCOc2ccccc2)c2sccc2n1	-9%	-11%
CC(C)NC(=O)N(C)C[C@H]1Oc2ccc(NC(=O)Nc3ccccc3)cc2C(=O)N([C@H](C)CO)C[C@@H]1C	0%	-2%
CCCNC(=O)N(C)C[C@@H]1Oc2ncc(-c3ccncc3)cc2C(=O)N([C@H](C)CO)C[C@@H]1C	?	-15%
O=C(Cc1ccccc1[N+](=O)[O-])NCC(O)c1ccc2c(c1)OCO2 (stereo not given)	-6%	-4%
Cc1cc(N2O[C@]34C=C[C@]25C[C@@H](O)CC[C@]5(C)C3CC[C@]2(C)[C@@H]([C@H](C)/C=C/[C@H](C)C(C)C)CC[C@H]24)no1 (stereo not given in full)	-3%	-1%
Cc1ccc2c(c1)[C@H]1[C@H](CO2)[C@H](c2ccccc2)[C@]2(C)C(=O)N(Cc3ccccc3)CC(=O)N12	-3%	-4%
COc1ccc(C(=O)COC(=O)CCn2c(C)csc2=O)c(OC)c1	-5%	-11%
COc1cc2c(cc1OC)CN(C1CCCN(Cc3cccc(C(C)=O)c3)C1)CC2 (stereo not given)	1%	7%
Cc1ccc(S(=O)(=O)N2CCOCC2)cc1NC(=O)CN1C(=O)NC(C)(c2ccc(Cl)cc2Cl)C1=O (stereo not given)	1%	1%
COc1ccc2[nH]c3c(c2c1)CCN1C(=O)C(CC(=O)NC/C=C(\C)CCC=C(C)C)C[C@H](C(=O)N(C(C)C)C(C)C)[C@@]31C (stereo not given in full)	1%	?
C[C@@H]1CN([C@@H](C)CO)S(=O)(=O)c2ccc(Br)cc2O[C@H]1CN(C)Cc1ccccc1F	5%	-14%
CC[C@]12c3[nH]c4cc(-c5ccco5)ccc4c3CCN1C(=O)[C@@H](CC(=O)NCc1ccco1)C[C@@H]2C(=O)N1CCN(C(=O)C2CC2)CC1	-6%	-28%
CCN(CC)C(=O)[C@H]1C[C@H](CC(=O)NCC23CC4CC(CC(C4)C2)C3)C(=O)N2CCc3c([nH]c4cc(-c5ccco5)ccc34)[C@]12C	-3%	0%
CCc1nc2ccc(C(=O)N3CCN(S(=O)(=O)CC)CC3)cn2c1N(CC)CCN(C)C	-2%	0%
Cc1cccc(C)c1-n1nnnc1C(CCc1ccccc1)N1CCN(C/C=C/c2ccccc2)CC1 (stereo not given)	1%	6%
CC1CC(C)(C)CC2(C1)NC(=O)N(CC(=O)N1CCN(S(=O)(=O)c3cccc(Cl)c3Cl)CC1)C2=O (stereo not given)	-1%	0%
COc1ccc(-c2csc(NC(C)c3nc4cc(Cl)c(Cl)cc4n3CCOCCO)n2)cc1 (stereo not given)	-1%	15%
C[C@@H](O)C#Cc1ccc2c(c1)O[C@H](CN(C)C(=O)Nc1ccccc1)[C@@H](C)CN([C@@H](C)CO)S2(=O)=O	-13%	0%
CC1(C(=O)NS(=O)(=O)c2ccccc2Cl)CCN1C(=O)CC1CCCCC1 (stereo not given)	-1%	-4%
O=[N+]([O-])c1ccc2cccnc2c1	2%	1%
CCOC(=O)[C@@H]1[C@H]2COc3ccccc3[C@@H]2N2C(=O)N(c3cccc(F)c3)C(=O)[C@@]12C	1%	26%
CC(C)c1ccc(NC(=O)c2cc(-c3cc(F)ccc3OCC3CCCO3)n[nH]2)cc1 (stereo not given)	1%	-3%
COc1ccccc1Cc1c(-c2ccc(OC)c(OC)c2)nc2cc(C)c(Br)c(C)n12	8%	-12%
CC12CCC3C(CCC4CC(=O)C(C(O)C(F)(F)F)CC43C)C1CCC2O (stereo not given)	-2%	7%
CC(=O)NS(=O)(=O)c1ccc(NC(=O)C(C)NS(=O)(=O)/C=C/c2ccccc2)cc1 (stereo not given)	3%	0%
COc1ccccc1-c1cnc(C(O)c2c(C)cc(C)cc2C)[nH]1 (stereo not given)	0%	16%
CN(C)c1ccc(C(O)c2cc3ccccc3s2)cc1 (stereo not given)	7%	?
CNc1cc(-c2ccc(O)cc2C)ncn1	-6%	2%

3 records picked at random from those above, as already listed:
SMILES	TbPYK inhibitor	AMA1-RON2 inh
O=[N+]([O-])c1ccc2cccnc2c1	2%	1%
CN(C)c1ccc(C(O)c2cc3ccccc3s2)cc1 (stereo not given)	7%	?
CC(C)c1ccc(NC(=O)c2cc(-c3cc(F)ccc3OCC3CCCO3)n[nH]2)cc1 (stereo not given)	1%	-3%

Continuation.
SMILES	TbPYK inhibitor	AMA1-RON2 inh
Cc1cccn2c(=O)c3cc(C#N)c(=NC(=O)c4cccnc4)n(CC4CCCO4)c3nc12 (stereo not given)	-2%	1%
CC(=O)Nc1cccc(-c2ccnc3c2CC(C(=O)NCC2CCOCC2)O3)c1 (stereo not given)	2%	-7%
Cc1cc(C(=O)OCC(=O)Nc2cccc([N+](=O)[O-])c2)c(C)o1	0%	-1%
CC[C@]12C(=O)N(C)C[C@H]([C@@H]3C(=O)N(C)C(=O)[C@@H]31)N2C(=O)c1ccc(F)cc1	-2%	-2%
CCCCN1C(=O)C(=O)NC[C@@H]1Cc1ccc(O)cc1	-10%	-6%
COc1ccc(C2CC(c3cccc(OC)c3)=NN2c2ccc(S(N)(=O)=O)cc2)cc1 (stereo not given)	-10%	67%[activator]
CCOC(=O)[C@]12CCCC=C1N(Cc1cccc3ccccc13)C(=O)[C@H](CC(=O)N1CCCC1)C2	-9%	-13%
CCOP(=O)(CCP(=O)(OCC)OCC)OCC.C[CH2][Sn]([Cl])([Cl])[CH2]C	5%	-1%
O=C(OCC(=O)N1CCN(c2ccccc2)CC1)c1ccc([N+](=O)[O-])s1	-2%	-11%
COc1cc(NS(=O)(=O)c2cc(NC(C)=O)ccc2OC)c(OC)cc1NC(=O)c1ccccc1	2%	-7%
CN(C)C(=O)CSc1nc2cc(S(=O)(=O)N3CCOCC3)ccc2o1	-20%	18%
CCCCCCSc1ccc(-c2nc3ccc(Cl)cn3c2NCCCC)cc1OC	-1%	0%&-11%
N#Cc1ccc(OCC(=O)NC2CCCCCC2)cc1	1%	0%
COc1cc(/C=C/CNC[C@H]2O[C@@H](n3cnc4c(=O)[nH]c(N)nc43)[C@H](O)[C@@H]2O)ccc1O	-9%	11%
Cc1ccccc1-c1cnc(C(O)c2cc(Cl)cc(Cl)c2)[nH]1 (stereo not given)	0%	4%
CCC1(c2ccccc2)SCC(c2ccccc2)=NC1=O (stereo not given)	-1%	-25%
CCN(C(=O)COC(=O)c1cccc(S(=O)(=O)N(C)C)c1)c1c(N)n(Cc2ccccc2)c(=O)[nH]c1=O	-1%	-6%
CN(N)c1nc(N2CCCC2)nc(N2CCCC2)n1	0%	1%
CCCCNC(=O)C1(N2C(=O)c3ccccc3C2=O)CCCC1	1%	-14%
COc1ccc(NC(=O)COC(=O)c2cccn2C)cc1S(=O)(=O)N1CCCCC1	6%	0%
C=CCCC(=O)N1C[C@H]2CON(C)[C@H]2C[C@H]1c1cccc(N2CCOCC2)c1	3%	5%
CC(C)(C)OC(=O)N(Cc1ccccc1)Cc1ccccc1OCc1ccc(NC(=O)C2CCC2)cc1	4%	-3%
c1ccc(-c2cc3nc(NCC4CC4)nc(NCC4CCCCC4)c3s2)cc1	1%	-13%
CCCCC[C@@H](C)N1C[C@@H](COCc2ccccc2)Oc2cc(N3CC[C@H](N(C)C)C3)ccc2S1(=O)=O	3%	?
CN(CC(=O)Nc1ccc(Cl)c(Cl)c1)CC(=O)N1CCc2ccccc21	3%	9%
COc1ccc(CN(C)C(=O)c2cc(-c3ccccc3)nc3ccc(C)cc23)c(OC)c1	8%	4%
CC1(C(=O)NCCC#N)CCN1C(=O)C1(c2ccccc2)CC1 (stereo not given)	5%	11%
C[C@H](CO)N1C[C@H](C)[C@@H](CN(C)Cc2ccc(C(=O)O)cc2)Oc2c(cccc2N(C)C)C1=O	-3%	-6%
Nc1nc(-c2ccccc2)c(CCCNc2ccccc2)c(=O)[nH]1	0%	-22%
CCN(CC)c1nc(N)c(C#N)c(CC#N)c1C#N	10%	13%
COc1ccc(C(=O)CCc2ccccc2)c(O)c1	-4%	18%
CC[C@]12c3[nH]c4ccc(OC)cc4c3CCN1C(=O)C(CC(=O)NCCc1ccccn1)C[C@@H]2C(=O)N1CCN(C(=O)c2ccco2)CC1 (stereo not given in full)	5%	82%[activator]
O=C(NCc1ccc(F)cc1)c1cc(C2CCCCN2S(=O)(=O)c2ccccc2)on1 (stereo not given)	-1%	-2%
CCN1C[C@@H]2[C@@H]3C(=O)N(C)C(=O)[C@@H]3[C@](C)(C1=O)N2C(=O)c1ccc(Cl)c(Cl)c1	0%	7%
COC(=O)COc1ccc(C(=O)Cn2c(NCCCO)nc3ccccc32)cc1	3%	-18%

Compounds from the list above that contain an aryl methoxy group:
SMILES	TbPYK inhibitor	AMA1-RON2 inh
COc1ccc(S(=O)(=O)NC(C(=O)OCC(=O)Nc2ccc(N3CCOCC3)cc2)C(C)C)cc1 (stereo not given)	-2%	-2%
COc1ccc(C(=O)COC(=O)CCn2c(C)csc2=O)c(OC)c1	-5%	-11%
COc1cc2c(cc1OC)CN(C1CCCN(Cc3cccc(C(C)=O)c3)C1)CC2 (stereo not given)	1%	7%
COc1ccc2[nH]c3c(c2c1)CCN1C(=O)C(CC(=O)NC/C=C(\C)CCC=C(C)C)C[C@H](C(=O)N(C(C)C)C(C)C)[C@@]31C (stereo not given in full)	1%	?
COc1ccc(-c2csc(NC(C)c3nc4cc(Cl)c(Cl)cc4n3CCOCCO)n2)cc1 (stereo not given)	-1%	15%
COc1ccccc1Cc1c(-c2ccc(OC)c(OC)c2)nc2cc(C)c(Br)c(C)n12	8%	-12%
COc1ccccc1-c1cnc(C(O)c2c(C)cc(C)cc2C)[nH]1 (stereo not given)	0%	16%
COc1ccc(C2CC(c3cccc(OC)c3)=NN2c2ccc(S(N)(=O)=O)cc2)cc1 (stereo not given)	-10%	67%[activator]
COc1cc(NS(=O)(=O)c2cc(NC(C)=O)ccc2OC)c(OC)cc1NC(=O)c1ccccc1	2%	-7%
CCCCCCSc1ccc(-c2nc3ccc(Cl)cn3c2NCCCC)cc1OC	-1%	0%&-11%
COc1cc(/C=C/CNC[C@H]2O[C@@H](n3cnc4c(=O)[nH]c(N)nc43)[C@H](O)[C@@H]2O)ccc1O	-9%	11%
COc1ccc(NC(=O)COC(=O)c2cccn2C)cc1S(=O)(=O)N1CCCCC1	6%	0%
COc1ccc(CN(C)C(=O)c2cc(-c3ccccc3)nc3ccc(C)cc23)c(OC)c1	8%	4%
COc1ccc(C(=O)CCc2ccccc2)c(O)c1	-4%	18%
CC[C@]12c3[nH]c4ccc(OC)cc4c3CCN1C(=O)C(CC(=O)NCCc1ccccn1)C[C@@H]2C(=O)N1CCN(C(=O)c2ccco2)CC1 (stereo not given in full)	5%	82%[activator]

An excerpt. The share of hits here may be higher or lower than overall.
